Compound activity: PubChem BioAssay, Sanford-Burnham Center for Chemical Genomics
XBP1 UPR activ: activators of adaptive arm of unfolded protein response (XBP1). CHO-XBP1 luciferase reporter, IRE1-XBP1 UPR activation, luminescence; percent of tunicamycin response, DMSO as zero. activation, % at 20 µM. 330,000 tested, 0.33% active;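 active = versus positive control, 20 µM dose yields 30% or more activation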;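 also: 100% = tunicamycin at 10 µg/mL and 0% = DMSO only wells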
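Assay system: IRE1-XBP1 luciferase reporter CHO line. Input: 1000 cells/well. Buffer or medium: F12 with 10% serum. Doses: 20 µM, 1% DMSO. Times: overnight seeding at 37 °C, 6 h compound treatment at 37 °C. Technique: Steady-Glo luciferase glow luminescence, 10 min after reagent addition.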
APJ antagonist: blocks the human apelin receptor APJ; P35414; CHO-K1 APJ beta-arrestin complementation, luminescence; inhibition, % at 20 µM; 330,000 tested, 0.32% active;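 active = inhibition above about 40% at 20 µM, limit read from the data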;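 also: cells challenged with 10 nM apelin-13 agonist together with compound; plate controls were apelin-13 plus DMSO wells for no effect and DMSO wells lacking apelin-13 for full effect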
Target sequence (P35414 whole entry, looked up): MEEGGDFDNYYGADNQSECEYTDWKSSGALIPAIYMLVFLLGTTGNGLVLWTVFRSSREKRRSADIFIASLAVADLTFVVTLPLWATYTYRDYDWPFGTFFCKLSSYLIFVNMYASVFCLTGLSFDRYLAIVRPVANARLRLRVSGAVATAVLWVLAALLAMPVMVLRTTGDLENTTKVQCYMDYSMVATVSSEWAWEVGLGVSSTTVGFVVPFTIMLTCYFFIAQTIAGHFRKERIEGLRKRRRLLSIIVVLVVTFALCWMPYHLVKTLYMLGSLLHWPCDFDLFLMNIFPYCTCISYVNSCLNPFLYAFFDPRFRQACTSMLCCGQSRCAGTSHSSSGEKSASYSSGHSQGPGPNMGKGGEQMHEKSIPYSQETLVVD
CHOP UPR activ: apoptotic UPR (CHOP) activation. CHO-CHOP luciferase reporter, luminescence; percent of tunicamycin response over DMSO baseline. activation, % at 10 µM. 330,000 tested, 0.34% active. AID 449763;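 active = at 10 µM dose, activation of 40% or more, normalized to positive control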;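 also: 100% = tunicamycin at 10 µg/mL and 0% = DMSO alone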
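System: CHO-CHOP luciferase reporter cell line | Buffer or medium: F12 medium containing 10% fetal bovine serum | Doses: One dose, 10 µM in 0.5% DMSO | Times: 6 h compound exposure at 37 °C after overnight seeding | Signal: Luciferase luminescence | Read-out: % activation vs tunicamycin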
tim23-1 inh: inhibits growth of tim23-1 mutant yeast; S. cerevisiae tim23-1 growth, BacTiter-Glo luminescence, 24 h; inhibition, % at 20 µM; 330,000 tested, 1.3% active; AID 463212;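 active = growth inhibition of the mutant yeast at or above 50%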;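 also: temperature-sensitive mutant grown at 25 °C; plate controls were DMSO-treated mutant yeast for no effect and medium wells lacking yeast for full effect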
TIM10 inh: growth inhibitors of TIM10 yeast strain | S. cerevisiae TIM10 strain growth, BacTiter-Glo luminescence, 24 h | inhibition, % at 10 µM | 330,000 tested, 1.4% active;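 active = inhibition of 40% or more at the single tested concentration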;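 also: wild-type TIM10 isogenic control strain grown at permissive 25 °C; 0% = DMSO yeast wells and 100% = minimal medium wells without yeast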
tim10-1 inh: tim10-1 yeast growth inhibition. S. cerevisiae tim10-1 ts strain growth, BacTiter-Glo, 24 h. inhibition, % at 20 µM. 330,000 tested, 2.2% active;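 active = inhibition of at least 40%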;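 also: mutant grown at 25 °C; 0% = DMSO wells with yeast and 100% = wells holding no yeast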
APJ agonist: agonists of human APJ apelin receptor | P35414 | CHO-K1 APJ PathHunter beta-arrestin, luminescence; 0% DMSO wells, 100% apelin | activation, % at 20 µM | 330,000 tested, 0.11% active | AID 2520;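 active = activation more than six SD over the plate average, tested at 20 µM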;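 also: 0% = DMSO alone and 100% = apelin-13 at 10 nM; some results filed as inactive read as strong as hits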
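Assay system: CHO-K1 cells stably expressing ProLink-tagged human APJ and arrestin–beta-gal acceptor. Compound dosing: 20 µM single point, 1% DMSO. Times: 16-18 h seeding, 90 min dark compound exposure, 60 min detection. Detection: beta-gal luminescence. Evaluation: APJ–arrestin association signal. Controls: negative DMSO alone, positive Apelin-13 at 10 nM.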
CXCR6 block: CXCR6 (human) receptor inhibition. inhibition, % at 20 µM. O00574. CHO-K1 PathHunter CXCR6 beta-arrestin, luminescence. 360,000 tested, 0.36% active; in the data active = inhibition above about 34%, passing the limit was not always enough;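 also: antagonist mode with CXCL16 agonist at 10 nM final; 0% = 10 nM CXCL16 with DMSO and 100% = unstimulated wells without agonist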
Target sequence (O00574 whole entry, looked up): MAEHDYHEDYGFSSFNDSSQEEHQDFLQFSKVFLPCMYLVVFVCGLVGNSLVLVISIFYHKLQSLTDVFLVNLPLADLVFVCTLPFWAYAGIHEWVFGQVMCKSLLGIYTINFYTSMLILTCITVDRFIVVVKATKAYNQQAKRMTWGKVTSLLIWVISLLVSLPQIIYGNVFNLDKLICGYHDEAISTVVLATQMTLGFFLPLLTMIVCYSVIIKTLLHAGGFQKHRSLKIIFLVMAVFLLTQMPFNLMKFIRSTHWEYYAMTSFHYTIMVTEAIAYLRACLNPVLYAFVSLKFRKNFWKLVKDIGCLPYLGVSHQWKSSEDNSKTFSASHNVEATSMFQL
Mdm2-MdmX inh: disrupts the human Mdm2-MdmX interaction; inhibition, % at 8 µM; 330,000 tested, 3% active; SaOS-2 split-luciferase Mdm2/MdmX complementation, luminescence; AID 485346; O15151+Q00987;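 active = inhibition of at least 50% at 8 µM in the primary screen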
* marks the source's active call; other numbers are inactive results; . = not tested or not shown.

molecule	CXCR6 block	APJ antagonist	CHOP UPR activ	APJ agonist	tim23-1 inh	Mdm2-MdmX inh	XBP1 UPR activ	tim10-1 inh	TIM10 inh
Cc1ccnc(N(C(=O)c2cccs2)C(=O)c2cccs2)c1	2	-7	1.5	2	25	-82	3	28	14
O=C(Nc1ccc(Nc2ccccc2)cc1)N1CCOCC1	-9	-18	-0.3	3	12	6	-1	-9	-8
COc1cc(/C=C/C(=O)OCC(=O)NC(=O)NC2CCCC2)ccc1OCC#N	-4	15	-0.3	1	22	9	0	5	-1
CCOC(=O)NN1C(=O)c2ccccc2NC1c1cccc(O)c1 (stereo unspecified)	-4	10	0.6	5	16	15	-3	15	-1
O=C1CC2c3ccccc3C1C1C(=O)N(CCc3ccccc3)C(=O)C21 (stereo unspecified)	-8	5	0.2	-1	18	0	2	19	23
COc1ccc(OC)c2sc(NC(=O)CCS(=O)(=O)c3ccccc3)nc12	-2	7	-0.4	1	2	98*	-1	-1	-7
O=C(CCNC(=O)c1ccc([N+](=O)[O-])cc1)NCc1ccco1	-2	4	-2.7	-2	1	8	1	-19	10
Cc1ccc([N+](=O)[O-])cc1NC1CC(O)C(CO)O1 (stereo unspecified)	-7	-7	2.2	0	2	18	1	17	-17
CCCc1cc(=O)oc2cc(C)cc(OCC(=O)NCc3ccccn3)c12	2	8	-0.9	1	0	-1	-2	34	-6
CCN(c1cccc(C)c1)S(=O)(=O)c1cnc[nH]1	-2	-2	0.3	-4	12	5	-5	10	15

(listing goes on)
molecule	CXCR6 block	APJ antagonist	CHOP UPR activ	APJ agonist	tim23-1 inh	Mdm2-MdmX inh	XBP1 UPR activ	tim10-1 inh	TIM10 inh
CCOC(=O)c1c(NC(=O)CN2CCOCC2)sc2c1CC(C)(C)OC2	-9	1	-0.4	-5	-3	17	-3	-3	8
CCOC(=O)c1cn(CC)c2cc3c(cc2c1=O)OCO3	-4	1	-0.6	6	-4	0	2	-21	0
CC(C)n1cc(/C=C2/NC(=O)NC2=O)c2ccccc21	-4	-9	-1.8	2	13	20	4	3	-2
COc1ccc(CCN(C)CC(=O)Nc2cc(C)nc3ccccc23)cc1OC	-10	-5	-2.4	-3	4	15	-3	15	5
Cn1nc(-c2ccccc2)c(C(=O)Nc2ccc(Cl)cc2)c1Cl	-19	-35	-1.1	-1	8	7	-4	-12	-30
CCN(CC)C(=O)c1ccc(COc2ccc(Cl)c(C)c2)o1	-4	-11	5.5	0	26	4	0	20	4
CCC(=O)N(c1ccc(C(=O)O)cc1)c1nc(-c2ccc(OC)cc2)c(C)s1	3	9	-0.4	-3	7	8	-3	1	7
O=[N+]([O-])c1ccc(-c2c(-c3ccccc3)ncc3cc(F)ccc23)cc1	-24	19	2.3	1	28	33	2	25	14
CCOC(=O)c1c(C)nc(-c2ccccc2)nc1NC(=O)C(C)C	20	12	2.4	-3	12	-45	-2	34	4
O=C(Cc1ccccc1)NNC(=S)Nc1ccc(Cl)cc1	2	36	-1.3	-5	18	-15	0	16	11

Continuation.
molecule	CXCR6 block	APJ antagonist	CHOP UPR activ	APJ agonist	tim23-1 inh	Mdm2-MdmX inh	XBP1 UPR activ	tim10-1 inh	TIM10 inh
C[C@@H]1CCC2[C@](C)(CO)[C@@H](O)CC[C@]2(C)[C@@]12CCC(CO)(CCO)O2 (stereo partly specified)	-2	9	-2.5	0	9	0	-3	8	-5
CCCCC(C(=O)O)C(C)CC(=O)Nc1nccs1 (stereo unspecified)	18	13	0.6	-6	10	-38	-2	-3	-10
CC(C)(Oc1ccc(-c2ccco2)cc1)C(=O)O	.	11	1.5	-4	-11	-13	-1	3	0
O=C(NNC(=O)c1ccc(Cl)nc1)c1ccc(Br)cc1	-1	4	3.5	-3	-5	0	3	-13	-12
COCCCn1c(-c2ccccc2)nc2ccccc2c1=O	10	4	-0.6	-2	6	-5	-1	14	2
CCOc1ccc(Cc2c(C)[nH]c3ccc(C(=O)O)cc3c2=S)cc1	-8	-3	3.1	0	14	7	-6	2	3
CC(=O)Nc1ccc(NC(=O)CSc2ccc([N+](=O)[O-])cn2)cc1	-2	-34	-1.5	1	-4	-5	1	-8	-8
CCOc1cc(/C=N/OC(C)=O)ccc1OCc1ccccc1	-4	-1	6.6	-2	20	-1	4	-7	21
Cc1cc(C)nc(N2CCCC(C(=O)Nc3cc(F)ccc3C)C2)n1 (stereo unspecified)	2	19	-0.4	-1	13	-2	-2	31	11
Cn1c(=O)cc(OCC(=O)NCCc2ccc(Cl)cc2)c2ccccc21	6	20	-1.4	-4	23	38	-2	11	-5

Carrying on.
molecule	CXCR6 block	APJ antagonist	CHOP UPR activ	APJ agonist	tim23-1 inh	Mdm2-MdmX inh	XBP1 UPR activ	tim10-1 inh	TIM10 inh
CC(=O)Oc1ccccc1C(=O)Nc1ccccc1	1	22	4.8	-6	6	9	3	-17	-11
CCN(CC)S(=O)(=O)c1cc(C)c(C)cc1Br	7	10	0.1	-2	-31	12	-1	-12	-48
CC1CCN(c2ccc3nnc(CCC(=O)Nc4ccc(F)cc4)n3n2)CC1	-5	3	0.7	1	20	13	0	20	22
Cc1[nH]c2ccccc2c1/C=N/Nc1cccc(C(=O)O)c1	-8	-10	-4.4	0	25	-20	-3	-1	18
CCCn1c(=S)[nH]c2cc(C(=O)N(CCO)Cc3ccccc3)ccc2c1=O	21	-24	-2.4	-3	-19	5	0	7	3
Cc1cccc(-c2cnn(-c3ccccc3)c2N)c1	-8	-3	2.9	2	20	-63	-2	-3	-19
COC(=O)c1sc(N2CCN(Cc3ccccc3)CC2)nc1N	0	13	2.8	-1	17	7	12	10	16
CCCCN1C(=O)C2C(C(=O)Nc3cccc(OC)c3)C3C=CC2(O3)C1C(=O)NC1CCCCC1C (stereo unspecified)	8	-2	0.0	0	7	27	0	23	-12
O=C(NCCN1CCOCC1)C1CC(=O)N(c2ccc(Cl)cc2)C1 (stereo unspecified)	2	5	-0.6	0	7	26	0	10	-9
C=CCn1c(SCc2cc(=O)n3ccsc3n2)nc2scc(C3CC3)c2c1=O	-3	3	-0.3	8	31	40	-1	39	13

Following part:
molecule	CXCR6 block	APJ antagonist	CHOP UPR activ	APJ agonist	tim23-1 inh	Mdm2-MdmX inh	XBP1 UPR activ	tim10-1 inh	TIM10 inh
Cc1ccc(CC2CC(=O)N(c3ccncc3)C2=O)cc1 (stereo unspecified)	7	1	3.6	0	28	13	3	21	24
OCC#CCSc1nnc(-c2cccc3ccccc23)o1	-4	3	1.4	-1	33	-8	2	2	2
O=C(CN1C(=O)/C(=C/c2cccc(Br)c2)SC1=S)NCCCN1CCOCC1	-7	-32	2.6	-4	20	-18	-3	31	17
COc1ccc(-c2ccc(=O)n(Cc3c(F)cccc3Cl)n2)cc1	-3	-6	3.0	-1	16	16	-1	-23	-75
Cc1ccnc(Nc2nc3ccccc3s2)n1	-3	-7	1.9	-1	7	-147	-2	1	20
O=C(c1sc2ccccc2c1Cl)N1CCN(c2ccccc2F)CC1	-6	0	0.0	-1	30	14	-1	42*	3
Cc1cc(S(=O)(=O)NCC(C)C)ccc1OCC(=O)NCc1ccco1	-10	3	0.5	-1	-1	-3	1	-23	-4
COc1ccc(NS(=O)(=O)c2ccc3nc(COc4ccc(Cl)c(C)c4)[nH]c3c2)cc1	-3	-39	-0.1	0	12	23	0	-1	6
CCN(CC)c1ncnc2c1[nH]c1ccccc12	4	3	0.0	-2	14	4	-2	-46	-12
Cc1[nH]nc(-c2ccc(O)cc2O)c1-c1nc2ccccc2s1	4	-4	-2.0	-4	9	23	2	11	0

(list continues)
molecule	CXCR6 block	APJ antagonist	CHOP UPR activ	APJ agonist	tim23-1 inh	Mdm2-MdmX inh	XBP1 UPR activ	tim10-1 inh	TIM10 inh
O=C(OCc1c(Cl)nc2sccn12)c1cc2c(s1)CCCC2	6	-8	0.6	7	12	-9	-2	7	0
Cc1ccc(-c2noc(C3CCCN(C(=O)c4ccc(Cl)cc4)C3)n2)o1 (stereo unspecified)	1	-8	0.4	-4	16	17	-1	23	-10
CCC(C)Sc1nc(C)nc2c1c(=O)n(C)c(=O)n2C (stereo unspecified)	6	0	2.8	-3	29	18	3	-4	-41
COc1ccc(-n2c(SCC(=O)N3CCOCC3)nc(O)cc2=O)cc1	-1	6	1.5	-2	12	-5	-3	6	8
CSc1nsc2nc(=O)c(/C=C3\C=Nc4ccccc43)c(N)n12	3	8	0.5	-4	32	-24	1	-3	10
Cc1onc(-c2c(Cl)cccc2Cl)c1C(=O)N1C=CC(C(F)(F)F)=NCC1	3	-7	-2.5	-2	1	18	-2	-7	-7
C/C(CCc1ccco1)=N\NC(=O)CNc1c(Br)cc(Br)cc1Br	-7	-13	1.6	-3	12	-14	0	4	4
COc1cc(C2C(C#N)=C(N)Oc3n[nH]c(C)c32)ccc1OC(=O)c1ccccc1 (stereo unspecified)	8	13	-0.1	2	26	19	6	16	3
Cc1ccc(-c2cc(NC(=O)c3ccccc3)on2)cc1	3	4	5.2	4	24	-14	-3	18	6
Cc1sc2ccccc2[n+]1CC(=O)O	-3	13	-0.5	-1	8	-5	-4	-6	8
COc1ccc(C)cc1NC(=O)CSc1nnnn1Cc1ccccc1	-9	8	-1.6	0	26	2	-3	16	20
N#Cc1cccc(NC(=O)CSc2n[nH]c(=O)[nH]c2=O)c1	10	-2	-0.3	-2	7	13	-2	-4	-10
Cc1cc(N2CCN(c3ccccc3)CC2)n2c(n1)nc1ccccc12	-12	-7	-2.9	-2	26	-19	4	29	15

Only part of the results is shown; rates above refer to the full screens.
